Assay outcomes as filed in PubChem BioAssay.
HT1080 IDH1KD tx – qHTS for induction of synthetic lethality in tumor cells producing 2HG: qHTS for the HT-1080-IDH1KD cell line | HT-1080 IDH1 knockdown viability, ATP luminescence, 48 h | Potency, µM (series often up to 46.1 µM), inactives show at the highest dose activity, negative = toxicity, most hits filed as cytotoxic | 2% of 360,000 active | AID 686971, 2013;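 also: potency is read from the fitted curve at half-maximal effect; 0% = DMSO wells and -100% = cell-free medium wells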
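IDH1KD HT-1080 cells, 750/well, RPMI + 5% FBS; compound pinned after 2 h settling; 48 h, 37 °C; CellTiter-Glo luminescence; % activity normalised to DMSO and no-cell wells; curves fitted, classed by r2 and efficacy.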
HT1080NT lethal – qHTS for induction of synthetic lethality in tumor cells producing 2HG: qHTS for the HT-1080-NT fibrosarcoma cell line | HT-1080-NT fibrosarcoma viability, CellTiter-Glo ATP luminescence, 48 h | Potency, µM (top dose mostly 46.1 µM), for inactives: at the highest dose activity, negative = less viability, hits mostly cytotoxic | 1.6% of 360,000 active | AID 686970, 2013;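 also: NT is the 2HG producing partner of a matched IDH1 knockdown line; potency is read from the fitted curve at half-maximal effect; 0% = DMSO-treated cells and -100% = media-only wells without cells; nearly all actives have a fitted effect of over 55% in size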
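HT-1080-NT fibrosarcoma cells (2HG-overproducing), 750 cells/well in RPMI with 5% FBS, dosed after 2 h and incubated 48 h at 37C. CellTiter-Glo luminescence normalized to DMSO and no-cell wells; concentration-response curves fitted and classed.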
GLP1R ag – qHTS of GLP-1 Receptor Agonists; HEK293 GLP-1R CRE-luciferase, luminescence, 4-6 h; cells express a hypersensitive GLP-1R form; 0.007% of 380,000 active; Glucagon-like peptide 1 receptor (Homo sapiens), P43220; Potency, µM (top dose mostly 45.6 µM), inactives show top-dose activation, actives largely listed as activators; also: potency is read from the fitted curve at half-maximal effect; % of control where 0% means no effect
Target sequence (P43220 whole entry, looked up): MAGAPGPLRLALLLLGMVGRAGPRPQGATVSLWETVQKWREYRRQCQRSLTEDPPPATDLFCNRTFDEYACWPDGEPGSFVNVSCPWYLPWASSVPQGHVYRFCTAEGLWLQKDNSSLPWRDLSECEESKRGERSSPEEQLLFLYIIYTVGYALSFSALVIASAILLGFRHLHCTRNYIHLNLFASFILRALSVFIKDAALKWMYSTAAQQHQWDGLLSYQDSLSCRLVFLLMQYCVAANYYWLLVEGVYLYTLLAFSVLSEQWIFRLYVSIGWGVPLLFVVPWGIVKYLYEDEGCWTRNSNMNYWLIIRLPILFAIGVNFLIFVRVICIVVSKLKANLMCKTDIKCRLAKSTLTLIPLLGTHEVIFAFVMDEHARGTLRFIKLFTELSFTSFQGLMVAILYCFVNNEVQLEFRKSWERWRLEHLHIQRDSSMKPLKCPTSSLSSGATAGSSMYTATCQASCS
D3 antag – qHTS of D3 Dopamine Receptor Antagonist: qHTS. 2.5% of 360,000 active. D3R cells, DiscoveRx beta-arrestin luminescence, antagonist mode; active compounds read low. max response, negative = inhibition, %; in the data active = max response below about -50%; inconclusive = no clear call, values can overlap the other calls; also: % is scaled to controls: 0 for no effect and ±100 for the full control effect; mostly tested at two doses, the higher about 12 µM
Target sequence (P35462 whole entry, looked up): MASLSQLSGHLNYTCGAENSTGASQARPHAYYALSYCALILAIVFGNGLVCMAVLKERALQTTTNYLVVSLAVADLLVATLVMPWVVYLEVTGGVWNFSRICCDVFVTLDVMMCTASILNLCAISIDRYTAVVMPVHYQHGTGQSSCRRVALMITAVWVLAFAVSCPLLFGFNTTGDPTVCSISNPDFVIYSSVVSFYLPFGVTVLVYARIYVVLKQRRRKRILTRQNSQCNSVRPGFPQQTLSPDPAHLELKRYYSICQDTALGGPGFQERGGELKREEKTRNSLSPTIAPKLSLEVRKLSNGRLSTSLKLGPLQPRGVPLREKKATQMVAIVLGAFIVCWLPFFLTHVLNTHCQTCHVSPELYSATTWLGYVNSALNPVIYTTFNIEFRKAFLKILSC
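Cells plated overnight at 1500 cells/well, then exposed to library compounds with dopamine controls for 90 minutes at 37 degrees C. DiscoveRx reagent added for 30–60 minutes at room temperature; luminescence read, quantitative HTS format.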
IL1B secr inh – qHTS for Inhibitors of Inflammasome Signaling: IL-1-beta AlphaLISA Primary Screen. THP-1 LPS/ATP IL-1B secretion, AlphaLISA, 16 h; active compounds read low. activity change, % at 57.5 µM. 4.7% of 360,000 active. AID 743279, 2014; in the data active = activity change below about -50%; inconclusive = mostly about -30% to -49%; also: % is scaled to controls: 0 for no effect and ±100 for the full control effect
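THP-1 cells pretreated 1 hr with compounds (up to 57.5 uM final), then stimulated with LPS (250 ng/mL final) plus ATP (1.25 mM final); secreted IL-1B measured by AlphaLISA after 16 hr, decreased signal indicating inhibition.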
SW480 rerep – A quantitative high throughput screen for small molecules that induce DNA re-replication in SW480 colon adenocarcinoma cells; SW480 DNA re-replication, Hoechst DNA content imaging, 48 h; Potency, µM (titrated, usually from 46.1 µM), for the others: at the highest dose re-replication activation, usual class: activators; 1.8% of 340,000 active; also: potency is read from the fitted curve at half-maximal effect; % of control where 0% means no effect; nearly all actives have a fitted effect of over 55% in size
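Treated cells incubate 48 hr (37 C, 5% CO2), are stained 40 min with Hoechst, and nuclear fluorescence is enumerated; a rise in nuclei with high DNA signal marks re-replication.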
DRD3 agonist – qHTS of D3 Dopamine Receptor Agonist: qHTS | D3R DiscoveRx beta-arrestin cells, luminescence, 90 min | max activation, % | 0.58% of 410,000 active | AID 652048, 2013; in the data active = max activation above about 30%; also: 0% is about no effect; mostly tested at two doses, the higher about 12 µM
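Cells at 1500/well, incubated overnight, then treated with pinned compounds (dopamine as control) for 90 min at 37 degrees C. DiscoveRx reagent added for 30 - 60 minutes at room temperature; luminescence read.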
KB-V1 MDR tox – qHTS assay for MDR1-selective chemotherapeutics: Primary screen using the drug-selected MDR subline cells KB-V1; KB-V1 MDR cells viability, CellTiter-Glo, 72 h; Potency, µM (highest dose often 46.1 µM), inactives show at the highest dose activity change, negative = cytotoxicity, usual class: cytotoxic; 3.4% of 400,000 active; also: potency is read from the fitted curve at half-maximal effect; % is scaled to controls: 0 for no effect and ±100 for the full control effect; nearly all actives have a fitted effect of over 60% in size
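KB-V1, DMEM (no phenol red) + 10% FBS; cpd pin-transferred, titration series; 72 h, 37 degrees C; CellTiter-Glo, luminescence. Data normalized, curve-fit.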
KB-3-1 cytotox – qHTS assay for MDR1-selective chemotherapeutics: Primary screen using the parental adenocarcinoma cell KB-3-1 | KB-3-1 viability, CellTiter-Glo ATP luminescence, 72 h | Potency, µM (highest dose often 46.1 µM), inactives show at the highest dose activity change, negative = cytotoxic, most hits filed as cytotoxic | 1.4% of 400,000 active | AID 1347075, 2019; also: potency is read from the fitted curve at half-maximal effect; % is scaled to controls: 0 for no effect and ±100 for the full control effect; nearly all actives have a fitted effect of over 60% in size
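Cytotoxicity in the drug-sensitive parental line KB-3-1 was scored as loss of CellTiter-Glo luminescence following 72 h incubation with compound. Values come from curve fitting of normalized concentration-response data.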
An asterisk follows results filed as active; ? = inconclusive; . = no result given; [ ] = remark or other dose. Unless noted, calls follow the shape of the dose curve; as a rule, active = well fitted curve in the direction sought with a large enough effect; inconclusive = small, poorly fitted or top-dose-only effect, or another doubt; inactive = no such curve, though single readings can be large; an effect the other way counts as inactive or inconclusive.

SMILES	HT1080 IDH1KD tx	HT1080NT lethal	GLP1R ag	D3 antag	IL1B secr inh	SW480 rerep	DRD3 agonist	KB-V1 MDR tox	KB-3-1 cytotox
CCOc1ccc(C(=O)Nc2ccc(S(=O)(=O)Nc3cc(C)on3)cc2)cc1	0%	7%	0%	15	64	0%	11	-2%	?
O=C(c1cccc(Cl)c1)N1CCC(=O)N(C(COCc2ccccc2)Cc2ccccc2)CC1 (stereo not given)	-4%	-15%	3%	35	-5	?	-7	-17%	5%
CC1=C(C#N)CCC(=O)N1Cc1c(F)cccc1Cl	1%	-13%	0%	-5	-2	-4%	3	-20%	-2%
O=C1Nc2ccccc2C(=O)N2[C@H](c3cccc(Br)c3)[C@@H]3C(=O)N(Cc4ccccc4)C(=O)[C@@H]3[C@H]12	-1%	-2%	-1%	-15	0	0%[9.22 µM]	15	14%	4%
C/C(=N\NC(=O)c1c(Br)cnn1C)c1ccc(NC(=O)c2ccc(F)cc2)cc1	19%	17%	-5%	14	-20	4%	7	-8%	-17%
COc1cc(C2NC(=O)CCC2[N+](=O)[O-])c(OC)cc1Br (stereo not given)	32%	5%	6%	10	5	2%	3	-2%	19%
S=C(N/N=C/c1ccc(Cl)c(Cl)c1)Nc1ccccc1Cl	8.2µM*	15µM*	-14%	0	-17	?	6	4%	21µM*
CC(=O)/C(N=Nc1ccc(SC(F)F)cc1)=C(\C)O	0%	1%	19%	-59*	-10	8.2µM*	1	5%	10%
Cc1ccc(SCc2nc(N)nc(Nc3ccccc3C)n2)cc1C	-14%	-10%	16%	22	17	?	-2	-14%	0%
Cc1cc(Cl)c(S(=O)(=O)N2CCCC2)cc1OCC(N)=O	-6%	-7%	3%	0	-8	-5%	0	-27%	-10%
Cc1cc(=O)n(CC=C(Cl)Cl)c2ccccc12	3%	-2%	16%	?	?	-2%	-1	2%	-1%
CN(C)CCCNC(=O)C1(O)c2cc(Br)ccc2NC(=O)N1c1c(F)cccc1F (stereo not given)	16%	15%	-5%	12	9	-9%	1	6%	0%
C=CCNC(=S)/N=c1/ccccn1CC	14%	18%	0%	13	1	-2%	1	22%	1%
O=C(Cn1nnc(-c2ccc(S(=O)(=O)N3CCCC3)cc2)n1)NCC1CCCO1 (stereo not given)	14%	4%	3%	?	8	3%	16	-10%	2%
CCOC(=O)c1[nH]c2ccccc2c1NC(=O)C(CC)CC	-13%	-9%	3%	0	-4	-1%	-12	-1%	-5%

New compounds follow
SMILES	HT1080 IDH1KD tx	HT1080NT lethal	GLP1R ag	D3 antag	IL1B secr inh	SW480 rerep	DRD3 agonist	KB-V1 MDR tox	KB-3-1 cytotox
CC(C)N(Cc1nc(-c2ccc(Cl)cc2)no1)Cc1nccn1C	0%	1%	0%	-6	-13	-8%	6	-25%	-3%
COCCCN(C(=O)c1ccc(N2CCCC2=O)cc1)c1c(N)n(Cc2ccccc2)c(=O)[nH]c1=O	0%	7%	11%	11	-8	-4%	0	-5%	8%
Cc1cc(C)c(O)c(-c2cc(C(=O)Nc3ccc(S(=O)(=O)N4CCOCC4)cc3)[nH]n2)c1	?	21µM*	-19%	-25	-86*	?	0	?	?
Cc1ccnc(NC(=O)CNC(=O)c2cccs2)c1	19%	20%	5%	-20	-12	?	-10	?	12%
O=C(CN1C(=O)NC2(CCCc3ccccc32)C1=O)Nc1ccccc1OC(F)F (stereo not given)	0%	0%	9%	-10	-5	-11%	-4	-12%	15%
COc1ccc(CCN2C(=O)CC(C(N)=O)SC2=Nc2ccccc2)cc1OC (stereo not given)	-3%	0%	5%	3	-3	-2%	6	21µM*	7%
CCOc1ccccc1C(=O)NCC(=O)OCCOc1cccc(Cl)c1	10%	12%	17%	9	-2	3%	0	?	23%
CC(=O)c1c(C)[nH]c(C2=NNC(=NC(C)(C)C)SC2)c1C	2%	1%	3%	-3	-21	2%	8	-9%	0%
Cn1c(SCC(=O)N/N=C/c2ccccn2)nnc1-c1ccccc1	7%	0%	3%	2	8	-48%[inhibitor]	-9	19%	8%
CCOC(=O)c1c(C)nc2ccc(C)cn12	-2%	8%	2%	-9	-12	-8%	5	-5%	?
CSc1nc(NC(C)(C)C)nc(N2CCOCC2)n1	0%	-7%	11%	-3	-17	-4%	-1	-4%	-13%
CCCN1CCC(=NNC(=O)CSc2cc(C)c(Br)cc2C)CC1	18%	13%	0%	11	-1	6%	1	7%	16%
O=c1c2cn[nH]c2nc(SCc2ccccc2F)n1-c1ccc(Br)cc1	18µM*	0%	16%	3	-149*	?	0	1%	4%
CC(C)(C)c1cc(CCC(=O)N2CCNCC2)c(C(C)(C)C)cc1O	-19%	-26%	-2%	8	?	6%	-5	?	?
c1csc(C2=Nn3c(nnc3-c3ccncc3)SC2)c1	-15%	0%	-21%	-20	-75*	?	0	8%	16%

Additional structures follow:
SMILES	HT1080 IDH1KD tx	HT1080NT lethal	GLP1R ag	D3 antag	IL1B secr inh	SW480 rerep	DRD3 agonist	KB-V1 MDR tox	KB-3-1 cytotox
C/C(=N\O)c1ccc2[nH]ccc2c1	2%	-4%	9%	4	12	0%	14	?	0%
NS(=O)(=O)c1ccc(NC(=S)N2CCCC2)cc1	-4%	-1%	2%	-15	-10	-5%	-1	14%	-4%
O=C1c2ccccc2NC(c2ccccc2)N1NS(=O)(=O)c1ccccc1 (stereo not given)	8%	7%	8%	9	-10	-13%	3	3%	-4%
Cc1ccc(-c2nnc(N3CCCCC3)c3ccccc23)cc1	-9%	-1%	21%	2	-56*	0%	1	10%	4%
CCOC(=O)C1CCN(C(=O)c2cccc(C(=O)N3CCC(C(=O)OCC)CC3)c2)CC1	-2%	-28%	3%	-20	-6	-4%	0	3%	-3%
CC1CCCN(CC(=O)Nc2ccc(S(=O)(=O)N3C(C)CCCC3C)cc2)C1 (stereo not given)	-11%	0%	0%	-51*	-20	.	-2	?	8%
O=C(CCC(=O)N(CC(=O)NC1CCCCC1)c1ccc(F)cc1)Nc1ccccn1	12%	1%	1%	-8	13	-1%	-5	?	-1%
CCCCc1ccc(Nc2nc(N3CCOCC3)nc(N3CCOCC3)n2)cc1	?	-21%	0%	60	-17	?	7	5%	-4%
C=CCSc1nc(O)c(CC)c(=O)n1C(C)CC (stereo not given)	5%	0%	-11%	16	7	5%	-5	-27%	-10%
CCCCNC(=O)OCC(CC)NC(=O)OC(C)C (stereo not given)	1%[9.24 µM]	15%	15%	20	18	-4%	1	?	10%
Cc1ccccc1-n1nc2c(c1NC(=O)C1CC1)CS(=O)(=O)C2	11%	9%	0%	-3	15	.	-3	13%	2%
CCOC(=O)C1CCCN(Cc2ccccc2Cl)C1 (stereo not given)	-2%	14%	-2%	-30	-1	3%	-30	-3%	8%
CCOC(=O)c1cc2c(c(CCO)n1)[C@@H](CCO)N(S(=O)C(C)(C)C)C2 (stereo not given in full)	8%	8%	-5%	47	25	-48%[inhibitor]	20	0%	0%
O=C(NCCOc1ccccc1Cl)C(=O)NCCOc1ccccc1Cl	6%	4%	-3%	-5	-9	-12%	3	16%	3%
O=C(C[n+]1ccc2ccccc2c1)c1ccccc1	-22%	15%	0%	-5	31	?	-3	30%	0%

Other records:
SMILES	HT1080 IDH1KD tx	HT1080NT lethal	GLP1R ag	D3 antag	IL1B secr inh	SW480 rerep	DRD3 agonist	KB-V1 MDR tox	KB-3-1 cytotox
Cc1nnc(-c2ccc(N3CCOCC3)c([N+](=O)[O-])c2)o1	7%	17%	-2%	6	-3	-8%	0	-6%	0%
C/C(=N\OCC(=O)Nn1c(=O)[nH]c2ccccc2c1=O)c1ccccc1	-6%	-4%	13%	-15	10	-6%	-2	?	-28%
Cc1noc(C)c1CSCC(=O)Nc1ccc(Br)cc1Cl	2%	7%	-2%	23	-10	0%	1	-5%	5%
Cc1cn([C@H]2C[C@H](O)[C@@H](CNCc3ccc4ncccc4c3)O2)c(=O)[nH]c1=O	-7%	3%	9%	-23	-7	.	-5	?	-19%
O=C1c2ccccc2C(=O)N1c1cc([N+](=O)[O-])ccn1	9%	12%	1%	14	8	-1%[9.22 µM]	0	25%	4%
C=CCNC(=O)c1ccccc1NC(=O)COc1ccc(OC)cc1	6%	-2%	12%	27	13	-5%	-10	-11%	4%
Cc1ccc(NC(=O)CSc2nnc(CNC(=O)c3ccco3)n2C)cc1C	3%	6%	-5%	15	8	-2%	5	-3%	15%
Cn1c(SCC(=O)Nc2ccccc2)nc2c([nH]c3ccccc32)c1=O	-3%	-4%	-1%	-21	25	-12%	1	-20%	-5%
CC(C)(C)c1cc(C(=O)Nc2cccnc2)cc(C(=O)Nc2cccnc2)c1	-4%	1%	11%	-10	-19	-11%	-28	1%	-12%
Cc1ncc([N+](=O)[O-])n1CC(=O)NCc1ccccc1	1%	-1%	1%	-11	0	2%	-3	-1%	-1%
Cc1ccc(C)c(NC(=O)C(OC(=O)c2ccc(C)s2)c2ccccc2)c1 (stereo not given)	13%	8%	0%	22	13	4%	-12	-18%	0%
Cc1ccc2c(CSc3nnc(C4CC4)n3N)cc(=O)oc2c1C	-1%	7%	1%	?	4	-2%	0	0%	30%
CC(=O)c1ccc(NS(=O)(=O)c2cc3c(cc2C)N(C(C)=O)CCO3)cc1	-5%	12%	-3%	0	-22	-3%	-10	21%	-4%
C=CCn1c(SCCC#N)nnc1-c1ccncc1	-2%	5%	-4%	25	9	-2%	4	18%	4%
